H1N1 NS1A inhibition – H1N1 influenza NS1A inhibitors, functional cell based assay (AID 504329) | NS1A functional cell-based assay, percent inhibition; higher % means a stronger effect | one-dose inhibition, % at 12.5 µM; IC50 in µM for titrated hits | 340,000 compounds, 0.3% hits; in the data active = a potency from the dose series; inconclusive = inhibition above about 27% without an active follow-up result; also: strong numbers were not always called active
Salmonella PhoP GFP – Inhibition of PhoP regulon, Salmonella typhi GFP reporter cells, confirmation, 4 h (AID 1850); Salmonella Typhi PhoP-promoter GFP reporter, fluorescence, 4 h; higher % means a stronger effect; inhibition, % at 50 µM; hits with a dose series show IC50 in µM; 310,000 compounds, 0.33% hits; in the data active = a potency from the dose series; inconclusive = inhibition mostly from about 25% at the one dose, without a potency; inactive = the rest, 99 in 100 with inhibition below about 19%;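 also: 0% = induced wells with vehicle and 100% = uninduced wells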
inhibitors of VEEV – inhibitors of VEEV TC-83 cytopathic effect, confirmation, Vero cells (AID 588727); Vero cells, VEEV TC-83 cytopathic effect inhibition; higher % means a stronger effect; inhibition, % at 20 µM; hits with a dose series show IC50 in µM; 350,000 compounds, 0.13% hits; in the data active = a potency from the dose series; inconclusive = inhibition mostly from about 14% at the one dose, without a potency; inactive = the rest, 99 in 100 with inhibition below about 12%; also: strong numbers were not always called active
M. tuberculosis – growth inhibition of non-replicating M. tuberculosis (AID 488890). Mycobacterium tuberculosis non-replicating, growth inhibition; higher % means a stronger effect. inhibition, % at 25 µM; hits with a dose series show IC50 in µM. 320,000 compounds, 0.39% hits; in the data active = a potency from the dose series; inconclusive = inhibition mostly from about 82% at the one dose, without a potency; inactive = the rest, 99 in 100 with inhibition below about 76%;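 also: plate controls were DMSO cells for no effect and high antibiotic wells for full effect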
M. tuberculosis HTS – M. tuberculosis growth inhibition, HTS (AID 449762) | M. tuberculosis H37Rv growth inhibition, 7H9 media; higher % means a stronger effect | inhibition, % at 25 µM; hits with a dose series show IC50 in µM | 330,000 compounds, 0.59% hits; in the data active = a potency from the dose series; inconclusive = inhibition above about 70% without an active follow-up result;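 also: bacterial growth assessed after seven days of incubation; strong numbers were not always called active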
inhibitors of VEEV 10K pilot screen – also measured in inhibitors of VEEV; calls as there; inhibition, %; measured here: 10K pilot screen inhibition
Active calls of the source: *; i = inactive; u = inconclusive; x = not tested or not shown. No enrichment for hits (roughly 1.5% active in at least one column).

SMILES	H1N1 NS1A inhibition	Salmonella PhoP GFP	inhibitors of VEEV	M. tuberculosis	M. tuberculosis HTS	others
CN(C)C(=O)c1ccc(NC(=O)COC(=O)CCN=C2NS(=O)(=O)c3ccccc32)cc1	-18%	x	1.9%	x	x
CCOc1ccc(S(=O)(=O)N2c3ccccc3CC2C)cc1 (stereo not given)	-15%	-14%	i	11%	-5%
NC(=O)c1nn(-c2ccc(Oc3ccccc3)cc2)c(=O)cc1O	0%	-3%	1.0%	7%	5%
O=C(NCCS(=O)(=O)c1ccc(Br)cc1)c1ccccc1	0%	-6%	4.3%	-16%	-3%
CC(=O)N(CCO)Cc1cc2cc(C)cc(C)c2[nH]c1=O	-7%	7%	0.2%	-15%	-3%
N#CCCn1nc(-c2ccccc2)c2ccccc2c1=O	-12%	9%	i	-6%	2%
CCCNc1sc(S(=O)(=O)CCC)nc1S(=O)(=O)c1ccc(C)cc1	12%	2%	1.6%	11%	4%
COC(=O)NC(NC(=S)Nc1ccc([N+](=O)[O-])cc1)C(Cl)(Cl)Cl (stereo not given)	9%	9%	1.5%	40%	-4%
CN1CCCN(C(=O)COc2ccc(F)cc2F)CC1	16%	-2%	1.6%	-15%	-5%
CC(Nc1ccc(F)cc1F)C(=O)NC(=O)NC1CCCCC1 (stereo not given)	2%	5%	1.7%	8%	6%
CCn1cc(C(=O)NCCCOC)c2cc(OC)c(OC)cc2c1=O	2%	-5%	0.9%	-14%	-1%
O=C(O)CC12CC3CC(C1)CC(n1ncc(NCc4ccccc4Cl)c(Cl)c1=O)(C3)C2	-1%	0%	1.9%	3%	9%
Cc1ccc(S(=O)(=O)NC(=O)c2cccc(N(C)C)c2)cc1	-7%	x	3.7%	-14%	-9%
O=C(CN1C(=O)c2ccccc2S1(=O)=O)NC(Nc1ccccc1F)C(Cl)(Cl)Cl (stereo not given)	-2%	5%	0.4%	-10%	-2%	inhibitors of VEEV 10K pilot screen=1.1
Cc1cc(-n2cnnn2)ccc1C(C)C	-8%	2%	0.2%	x	8%
CC(Sc1nc(N)cc(=O)[nH]1)C(=O)N1CCOCC1 (stereo not given)	-7%	x	0.1%	x	x
c1ccc(Oc2cc(-n3cccn3)ncn2)cc1	5%	-4%	1.1%	29%	1%
CCOC(=O)C1=C(C)N=c2s/c(=C\c3ccc(OC(C)=O)c(OCC)c3)c(=O)n2C1/C=C/c1ccccc1 (stereo not given)	4%	-10%	6.8%	5%	-1%
CC(=O)c1cccc(NS(=O)(=O)c2c(C(=O)N3CCOCC3)c(C)n(C)c2C)c1	-1%	-15%	2.1%	0%	-3%
O=C(NCCc1ccc(Cl)cc1)C1CCN(S(=O)(=O)c2ccc(-n3cnnn3)cc2)CC1	9%	4%	0.7%	22%	6%
O=C(c1ccco1)N1CCN(C(=S)Nc2ccccc2Cl)CC1	19%	-4%	i	-7%	-6%
O=C1NCCCC1C(=O)N1CCN(C(=O)c2ccco2)CC1 (stereo not given)	-6%	1%	0.1%	-11%	-13%
O=C(CN1C(=O)c2ccccc2C1=O)Nc1ccccc1	-1%	-6%	i	1%	7%
CNC(C)C#Cc1ccc2c(=O)c3cc(C)c(C)cc3oc2c1 (stereo not given)	8%	-1%	0.1%	u	2%
O=C(C1CCN(S(=O)(=O)c2cccc3nonc23)CC1)N1CCCCC1	6%	-8%	i	3%	-6%

(cont.)
SMILES	H1N1 NS1A inhibition	Salmonella PhoP GFP	inhibitors of VEEV	M. tuberculosis	M. tuberculosis HTS	others
C/C(=N\NC(=S)Nc1ccc(C)c(C)c1)c1ccc(N2CCOCC2)cc1	2%	-3%	0.7%	15%	-2%
COc1ccc(C(C)=O)cc1CN1C(=O)NC2(CCCC2)C1=O	-8%	-7%	1.5%	-1%	2%
CN(C)CCOC1c2ccccc2-c2ccccc21	-19%	-2%	i	2%	-4%
Cn1c(O)c(/C=N/N2CCOCC2)c(=O)[nH]c1=S	x	-13%	x	-6%	-4%
Cc1ccc(NC(=O)CN2C(=O)N/C(=C/c3ccccc3OCc3cccc(C(=O)O)c3)C2=O)cc1	-8%	-2%	2.7%	-3%	1%
Cc1cc(NC(=O)COc2cccc(Oc3ccccc3)c2)no1	4%	-23%	i	71%	-1%
CC(=O)c1nc(-c2ccccc2)sc1C	-6%	-12%	1.7%	4%	-2%
CCOC(=O)N1CCC(N2C(=O)c3ccccc3C2Nc2cc(C)cc(C)c2)CC1 (stereo not given)	5%	-5%	7.8%	25%	-4%
CN1C(=O)/C(=C/c2ccc(OCc3ccc(C(=O)O)cc3)c(Cl)c2)NC1=S	-4%	-7%	2.0%	-1%	5%
CC(NC(=O)CCCC1CCCCC1)c1ccc(S(N)(=O)=O)cc1 (stereo not given)	-6%	9%	3.4%	-4%	16%
O=C(NCc1ccccc1)NC(=O)c1ccccc1F	-5%	-3%	2.6%	9%	-4%
COc1ccccc1CN(C)CC(=O)NC1CCCc2ccccc21 (stereo not given)	8%	2%	i	20%	-6%
CC(C)CN1C(=O)C(=O)N(CC(=O)N2CCN(c3ccccc3)CC2)C1=O	-7%	9%	0.4%	-11%	0%
O=C(Nc1ccncc1)c1cc(S(=O)(=O)N2CCCCC2)ccc1Cl	-5%	-1%	1.0%	-3%	-7%
O=C(NCCCN1CCCC1=O)c1ccc(OCc2ccccc2)cc1	6%	-4%	5.7%	30%	2%
C=CCOc1ccc(/C=C/C(=O)OCC(=O)NC2CCCCCC2)cc1	2%	-11%	1.1%	55%	42%
CC(C)C1=Nc2cccc3cccc(c23)N1	4%	11%	1.8%	62%	1%
O=C(Nc1ccccc1-c1ccccc1)C1CCC1	-4%	-6%	1.2%	6%	50%
O=C(NCCSCc1c(F)cccc1Cl)c1ccc(CN2CCOCC2)cc1	-5%	8%	0.9%	-4%	x
CCCn1c(-c2cc(OC)c(OC)c(OC)c2)nc2c1c(=O)[nH]c(=O)n2Cc1ccccc1	-4%	4%	12%	7%	-3%
CN(C)C=Nc1c(Br)cc(Br)c2nonc12	-18%	-53%	0.5%	33%	6%
CCn1nc(C)c(/C=N/NC(=O)c2nc3nc(C)cc(C)n3n2)c1C	20%	-1%	i	-7%	-13%
Cc1cccc(-n2ncc3c2CCCC3NC(=O)CCN2CCCO2)c1C (stereo not given)	24%	-4%	i	5%	-5%
CC[C@@]12C(=O)N(c3cccc(F)c3)C(=O)N1[C@H](c1ccc(Cl)cc1)[C@@H]1C(=O)N(C3CCCCC3)C(=O)[C@@H]12	-1%	-3%	i	48%	0%
CCCn1c(=O)c2sccc2n2c(CCCC(=O)NCC3CCCO3)nnc12 (stereo not given)	-9%	-6%	0.3%	8%	-4%

Going on with the list:
SMILES	H1N1 NS1A inhibition	Salmonella PhoP GFP	inhibitors of VEEV	M. tuberculosis	M. tuberculosis HTS	others
Cc1cccc(NC(=O)NC2CC(=O)N(c3ccc4c(c3)OCCO4)C2)n1 (stereo not given)	2%	23%	1.3%	16%	3%
COC(CNC(=O)CNC(=S)N(Cc1ccccc1)Cc1cccnc1)OC	5%	-10%	0.6%	-1%	-3%
O=S(=O)(c1ccc(S(=O)(=O)N2CCCC2)cc1)N1CCCCC1	x	8%	x	-4%	2%
CCOc1ccc(-n2ccnc2)nn1	-9%	1%	0.8%	-2%	-3%
CCOC(=O)c1cc(CC)sc1NC(=O)CSc1nc2ccccc2c(=O)n1Cc1ccco1	-4%	-3%	i	-8%	0%
CC(=O)Nc1ccc(C(=O)CSc2nc3ccc(C)cc3[nH]2)cc1	-3%	-10%	0.4%	6%	-4%
O=[N+]([O-])c1ccc(NC2CCN(Cc3ccccc3)CC2)c([N+](=O)[O-])c1	10%	1%	0.2%	30%	4%
COc1cccc(CNC(=O)CSc2nc3c(oc4ccccc43)c(=O)n2CC2CCCO2)c1 (stereo not given)	-7%	4%	12%	-18%	-5%
CCOC(=O)c1cnc2c(C)cc(C)cc2c1Nc1ccc(S(=O)(=O)Nc2ncccn2)cc1	-1%	-5%	10%	10%	6%
CNC(=S)NNC(=O)c1ccc(N(C)C)cc1	-3%	-3%	4.0%	-3%	3%
Cc1ccc(CNC(=O)CCCc2c[nH]c3ccccc23)cc1	-3%	3%	0.3%	-9%	3%
O=C(NCCc1ccccc1)c1cc2ccccc2oc1=O	-1%	-5%	1.4%	u	15%
CCOC(=O)N1CCN(c2cc(=O)n(-c3ccc(OCC)cc3)c(=O)[nH]2)CC1	9%	-1%	1.4%	2%	24%
CCOc1cccc(SCc2noc(C(=O)NCC3CCCO3)c2C(=O)O)c1 (stereo not given)	-1%	-3%	1.2%	4%	1%
C=CCN(CC=C)CCOc1ccc(OC(C)C)cc1	-3%	13%	i	32%	4%
Cc1ccc(N2CCN(S(=O)(=O)N(C)C)CC2)cc1Cl	2%	3%	i	-12%	-4%
Cc1ccc(-c2cc(C(=O)N/N=C/c3cccnc3)n[nH]2)o1	-1%	9%	6.4%	-6%	2%
CC1CCCCC1NC(=O)CSc1nnc(CNC(=O)c2ccccc2)n1C (stereo not given)	-2%	-9%	0.5%	12%	9%
COc1cc(S(=O)(=O)N2CCOCC2)cc(C(=O)c2nccn2C)c1OC	-1%	4%	0.9%	3%	3%
CCCc1ccc(OCC(=O)NNC(=O)c2cccnc2)cc1	12%	-2%	0.4%	u	12%
O=C(O)C1C2C=CC(O2)C1C(=O)NCc1ccc2c(c1)OCO2 (stereo not given)	-9%	4%	5.3%	0%	-7%
CC(=C/c1ccccc1)/C=N/NC(=O)c1cccs1	x	-5%	2.1%	55%	8%
Cc1ccc(C2=NN(CCC(=O)NC3CCCC3)C(=O)CC2)cc1	3%	4%	i	-6%	1%
COc1ccc(NC(=O)N2CCCC(c3ccccc3)C2)cc1 (stereo not given)	0%	-9%	2.6%	4%	1%
Cc1ccc(C)c(C2=NNC(=NCc3ccccc3)SC2)c1	-6%	x	2.5%	x	x
CCn1c2ccccc2c2cc(/C=N/NC(=O)c3cccc(C)c3)ccc21	-5%	-6%	8.7%	2%	-7%
CCCC(C)NC(=O)COC(=O)c1ccccc1SCC(=O)NC(C)CCC (stereo not given)	10%	5%	1.0%	-7%	-4%
COC(=O)[C@H](c1ccccc1Cl)N1CCc2sccc2C1	-1%	7%	i	-4%	8%

Entries shown so far that contain a Cl atom:
SMILES	H1N1 NS1A inhibition	Salmonella PhoP GFP	inhibitors of VEEV	M. tuberculosis	M. tuberculosis HTS	others
COC(=O)NC(NC(=S)Nc1ccc([N+](=O)[O-])cc1)C(Cl)(Cl)Cl (stereo not given)	9%	9%	1.5%	40%	-4%
O=C(O)CC12CC3CC(C1)CC(n1ncc(NCc4ccccc4Cl)c(Cl)c1=O)(C3)C2	-1%	0%	1.9%	3%	9%
O=C(CN1C(=O)c2ccccc2S1(=O)=O)NC(Nc1ccccc1F)C(Cl)(Cl)Cl (stereo not given)	-2%	5%	0.4%	-10%	-2%	inhibitors of VEEV 10K pilot screen=1.1
O=C(NCCc1ccc(Cl)cc1)C1CCN(S(=O)(=O)c2ccc(-n3cnnn3)cc2)CC1	9%	4%	0.7%	22%	6%
O=C(c1ccco1)N1CCN(C(=S)Nc2ccccc2Cl)CC1	19%	-4%	i	-7%	-6%
CN1C(=O)/C(=C/c2ccc(OCc3ccc(C(=O)O)cc3)c(Cl)c2)NC1=S	-4%	-7%	2.0%	-1%	5%
O=C(Nc1ccncc1)c1cc(S(=O)(=O)N2CCCCC2)ccc1Cl	-5%	-1%	1.0%	-3%	-7%
O=C(NCCSCc1c(F)cccc1Cl)c1ccc(CN2CCOCC2)cc1	-5%	8%	0.9%	-4%	x
CC[C@@]12C(=O)N(c3cccc(F)c3)C(=O)N1[C@H](c1ccc(Cl)cc1)[C@@H]1C(=O)N(C3CCCCC3)C(=O)[C@@H]12	-1%	-3%	i	48%	0%
Cc1ccc(N2CCN(S(=O)(=O)N(C)C)CC2)cc1Cl	2%	3%	i	-12%	-4%
COC(=O)[C@H](c1ccccc1Cl)N1CCc2sccc2C1	-1%	7%	i	-4%	8%
